ERAP1 inh = blocks human ERAP1 aminopeptidase activity | recombinant ERAP1, Leu-AMC fluorescence, 60 min | AID 652197 | 0.15% of 340,000 active | Q9NZ08 | inhibition, % at 10.7 µM;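 active = mean replicate inhibition of at least 30%, or all replicates individually reaching that 30% level; inactive = mean below 30% and not every replicate reaching it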;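 note: 0% = neutral control wells and 100% = L-leucinethiol positive control wells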
RAD52 anneal inh = inhibitors of human RAD52 DNA annealing; P43351; AID 651710; 0.46% of 360,000 active; inhibition, % at 18.7 µM; recombinant RAD52 DNA annealing, FRET fluorescence;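 active = every replicate showing at least 50% inhibition; inconclusive = mean inhibition at least 50% but not in every replicate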
CFTR F508del cor = correctors of CFTR F508del function in bronchial epithelial cells | 0.36% of 350,000 active | CFBE cells, YFP halide quenching; stimulated with forskolin plus potentiator P3; % fluorescence drop versus neutral controls | AID 720511 | activity (quench increase), % at 7.58 µM;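 active = mean added fluorescence quench of at least 8% versus neutral control, with both replicates also reaching 8%; inconclusive = only one of the mean or replicate conditions met; inactive = mean below 8% and not both replicates reaching 8%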;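 note: cells transiently co-express mutant CFTR-F508del with the halide-sensitive YFP; corrector assay measuring rescue of mutant channel to the surface after 24 h compound exposure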
RAD54 branch = RAD54 (human) branch migration inhibition | Q92698 | RAD54 Holliday junction branch migration, FAM/BHQ fluorescence | inhibition, % at 10.4 µM | 0.14% of 360,000 active;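 active = mean normalized replicate activity at least 40 and at least half of replicates scoring 40 or more; inconclusive = only one of the two criteria met; inactive = mean below 40 and under half of replicates reaching 40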;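 note: 0% = median of neutral control wells and 100% = median of positive control wells; inhibitors cause a drop in the FAM fluorescence signal; in these data hits start at about 50%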
Target sequence (Q92698 whole entry, looked up): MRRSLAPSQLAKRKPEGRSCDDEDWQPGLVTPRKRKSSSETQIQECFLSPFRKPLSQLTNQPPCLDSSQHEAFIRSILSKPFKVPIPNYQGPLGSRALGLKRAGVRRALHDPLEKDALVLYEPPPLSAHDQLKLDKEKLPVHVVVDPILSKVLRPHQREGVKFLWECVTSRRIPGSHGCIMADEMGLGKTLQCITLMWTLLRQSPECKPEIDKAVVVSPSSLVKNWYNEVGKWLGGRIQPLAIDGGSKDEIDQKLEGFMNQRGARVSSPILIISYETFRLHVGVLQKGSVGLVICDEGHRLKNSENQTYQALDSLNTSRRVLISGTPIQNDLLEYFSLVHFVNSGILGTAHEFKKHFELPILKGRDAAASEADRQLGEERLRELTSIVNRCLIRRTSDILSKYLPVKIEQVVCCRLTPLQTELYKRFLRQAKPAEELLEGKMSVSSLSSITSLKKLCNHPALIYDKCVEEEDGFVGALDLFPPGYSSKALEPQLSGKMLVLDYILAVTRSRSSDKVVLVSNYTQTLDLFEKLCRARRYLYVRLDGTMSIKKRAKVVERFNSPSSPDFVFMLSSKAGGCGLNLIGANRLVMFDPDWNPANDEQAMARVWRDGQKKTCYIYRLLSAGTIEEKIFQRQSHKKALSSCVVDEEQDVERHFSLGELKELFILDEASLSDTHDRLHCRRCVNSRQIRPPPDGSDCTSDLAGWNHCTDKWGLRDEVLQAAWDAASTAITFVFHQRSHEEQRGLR
ARNT-TACC3 inh = disruptors of human ARNT/TACC3 interaction; 0.66% of 390,000 active; AID 623870; Q9Y6A5; AlphaScreen His-ARNT PAS-B/GST-TACC3 binding, luminescence; TACC3 fragment carries E629A point mutation; inhibition, % at 9.99 µM;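 active = mean inhibition of replicates at least 50% and at least half of replicates each reaching 50%; inconclusive = half or more replicates reach 50% but mean below 50%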;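 note: 0% = complete ARNT plus TACC3 wells and 100% = ARNT alone without TACC3; many hits fall short of the cut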
Xi reactivation = reactivates the inactive X chromosome in mouse fibroblasts | 0.055% of 360,000 active | XiGFP mouse fibroblasts, % GFP-positive cells imaging, 3 d; cells co-treated with 5-aza-dC sensitizer; scaled so ellipticine positive control = 100% | activation, % at 7.58 µM;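 active = mean normalized replicate activation at least 10% and every replicate at or above 10%; inconclusive = only one of the two criteria met; inactive = mean below 10% and not all replicates reach 10%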;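 note: 0% = median of on-plate neutral control wells and 100% = ellipticine 6 µM median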
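System: 68-5-11 XiGFP fibroblast line; Timing: 3 days compound exposure; Compound dosing: one concentration, pinned; Benchmarks: positive control ellipticine, 6 µM final; Buffer or medium: DMEM containing 5-aza-dC.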
GSIS activator = GLuc luminescence reporter in INS-1E cells, primary screen for activators of glucose-dependent secretion of insulin; INS-1E GLuc reporter insulin secretion, 2-3 h; activation, % at 16.6 µM; 0.61% of 370,000 active; AID 743287;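 active = lowest replicate activation of at least 40%, so every replicate reaches that level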;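 note: 0% = median of neutral control wells and 100% = median of IBMX positive control wells; some compounds called inactive have numbers as strong as hits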
esBAF inh = SWI/SNF esBAF complex inhibition. AID 602393. 2% of 350,000 active. reporter increase, % at 12.5 µM. mouse ES cells, Bmi1-luciferase knock-in reporter, 24 h; 100% = twice the neutral-well signal; in the data active = activation above about 40%; inconclusive = no clear call, values can overlap the other calls;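 note: 0% = median of the plate's neutral control wells and 100% = double that signal; a rise in the Bmi1 reporter signal indicates esBAF inhibition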
Starred values were filed as active, the others as inactive; ? = inconclusive; . = no result given.

SMILES	ERAP1 inh	RAD52 anneal inh	CFTR F508del cor	RAD54 branch	ARNT-TACC3 inh	Xi reactivation	GSIS activator	esBAF inh
C[C@@H]1CN([C@H](C)CO)C(=O)c2cccc(NS(=O)(=O)c3cn(C)cn3)c2O[C@@H]1CN(C)S(C)(=O)=O	3	-1	-2.1	4	2	0.0	15	4
CC1(C(=O)Nc2nnc(C(C)(C)C)s2)Cc2ccccc2C(=O)O1 (stereo not given)	.	.	.	1	-6	.	-3	8
Cc1oc(S(=O)(=O)N2CCCCC2)cc1NC(=O)Nc1ccccc1	-6	-8	-0.3	.	-6	0.0	-12	.
O=C(c1ccco1)N1CCCC(Nc2ccc3c(c2)OCCO3)C1 (stereo not given)	2	-18	-1.9	-1	0	0.3	0	43*
O=C(NCC[C@H]1CC[C@H](NS(=O)(=O)c2cccc(F)c2)[C@H](CO)O1)Nc1cc(F)ccc1F	1	11	-1.6	-18	-2	-0.5	-15	3
O=C(CCN1CCN(c2ccccc2F)CC1)Nc1cccc(F)c1	-4	5	-0.1	-4	-3	0.0	-21	4
Cc1cccc(C)c1-n1nnnc1C1(C)CCC(=O)N1C1CC1 (stereo not given)	5	-10	-0.8	.	.	0.0	4	.
CCOc1ccc(S(=O)(=O)n2cc(-c3ccc(F)cc3)c(N)n2)cc1	.	.	.	11	-31	.	-26	15
Nn1c(SCC(=O)Nc2nccs2)nnc1C1CC1	4	-3	-2.9	10	.	0.0	-9	-2
O=C(OC(C(=O)NCC1CCCO1)c1ccccn1)c1cccs1 (stereo not given)	1	-3	-0.7	-6	2	.	0	-2
CCOc1ccc(CN2CCN(Cc3cnc(-c4ccccc4)s3)CC2CCO)cc1 (stereo not given)	.	.	.	-3	26	0.0	-23	-9
CCn1c(CC(=O)Nc2cccc(OC)c2)nnc1SCC(=O)N1CCN(c2ccccc2)CC1	.	.	.	-2	-5	.	-3	-1
CC=Cc1ccc2n(c1=O)C[C@@H]1[C@@H](CO)[C@H](C(=O)NCCC)N(CC3CCCC3)[C@H]21 (mixture of isomers)	3	-2	1.9	8	-11	0.6	-8	5
C[C@@H]1CCCCO[C@@H](CN(C)Cc2ccc(Cl)c(Cl)c2)[C@@H](C)CN([C@@H](C)CO)C(=O)c2cc(NC(=O)CCC(F)(F)F)ccc2O1	-2	-21	3.7	-3	-2	0.1	-6	1
CO[C@H]1CN(C)C(=O)c2ccc(NC(=O)c3ccccc3F)cc2OC[C@@H](C)NC[C@H]1C	2	-15	-1.3	4	-4	0.1	12	-1
CCC(=O)N1CC2(C1)[C@@H](c1ccccc1)[C@@H](CO)N2Cc1ccccc1F	-3	-8	1.9	.	.	0.1	22	.
CC(C)(C)S(=O)(=O)N1Cc2cc(CO)ccc2[C@H]1CCO	-1	-32	0.3	.	.	0.1	-8	.
CC1CCN(C(=O)COc2cccc3c2CCN(Cc2ccccc2)C3=O)CC1	1	-12	1.2	0	-2	0.0	-20	9
O=C(NCc1ccccn1)c1ccc(Br)s1	4	-4	.	-7	24	.	-2	8
COc1ccc(F)cc1C(=O)C1CCCN(C(=O)c2ccc(C(C)=O)s2)C1 (stereo not given)	-1	-6	-0.8	-7	2	0.0	76*	12
O=C1/C(=C/c2ccccc2)CCC1C1CCCC1 (stereo not given)	.	.	0.9	1	.	0.0	-3	24
C(=NOCCc1ccccc1)c1ccccn1	1	-5	-2.3	-2	4	0.0	0	95*
O=C(Nc1cccc(F)c1)N1C[C@@H]2[C@H](c3ccccc31)[C@H](CO)N2C(=O)Cc1ccccn1	-3	-9	-2.8	-8	3	0.1	-9	2
O=C(CSc1nc(N2CCOCC2)nc(N2CCOCC2)n1)Nc1ccccc1F	-3	-9	1.6	11	-6	0.0	6	-10
CC1CN(Cc2nc3c(c(=O)n(C)c(=O)n3C)n2Cc2ccccc2)CC(C)O1 (stereo not given)	5	1	-1.4	-3	2	0.0	.	-4
CCc1ccc(NC(=O)CSc2nc(=O)n(CCCN3CCOCC3)c3c2CCC3)cc1	-2	-9	3.5	-4	-3	0.2	5	0
CCOc1ccc2nc(NC(=O)c3ccccn3)sc2c1	2	-36	1.8	-5	14	0.0	2	-65
C[C@@H]1CN([C@@H](C)CO)C(=O)c2cc(NC(=O)Nc3ccc(F)cc3)ccc2O[C@@H](C)CCCCO[C@H]1CN(C)Cc1ccncc1	.	.	0.8	7	-4	-0.1	-12	1
Cc1ncc([N+](=O)[O-])n1CCOC(=O)C12CC3CC(CC(C3)C1)C2	3	-3	0.4	4	-6	-0.1	-8	0
CCOc1cc(N2CCOCC2)c(OCC)cc1NC(=O)c1ccc(C)cc1	-1	-15	3.2	.	0	0.4	4	.
Cn1cccc1/C=C1/SC(=O)N(CC(=O)N2CCCC2)C1=O	14	-30	-3.4	.	-2	0.0	-18	.
Cc1ccc(Cn2ccc(NC(=O)c3cc(C4CC4)on3)n2)cc1	.	4	-0.5	.	-17	0.0	-13	1
COc1ccccc1S(=O)(=O)N[C@H]1C=C[C@@H](CC(=O)NCc2cc(F)cc(F)c2)O[C@@H]1CO	5	-7	-0.4	0	-2	-0.4	6	-4
CCCNC(=O)N(C)C[C@@H]1Oc2cc(C#CC(C)(C)O)ccc2S(=O)(=O)N([C@@H](C)CO)C[C@@H]1C	-1	-7	-0.9	7	19	0.5	12	1
C[C@H](CO)N1C[C@H](C)[C@@H](CN(C)Cc2ccc(C(=O)O)cc2)Oc2ccc(NS(=O)(=O)c3ccc(Cl)cc3)cc2CC1=O	-6	4	-1.9	.	.	0.3	9	2
COC(=O)C[C@@H]1C=C[C@@H](NC(=O)C2CCC2)[C@@H](CO)O1	-3	0	-0.9	.	.	0.0	21	.
Cc1c(CCCl)c(Cl)n2c(nc3ccccc32)c1C#N	-4	-40	-2.2	.	0	-0.1	.	.
Cc1c(C(=O)OCC(=O)N(C)C2CCS(=O)(=O)C2)oc2ccc(Br)cc12 (stereo not given)	.	-5	0.3	1	2	.	12	-17
C[C@@H]1CN([C@@H](C)CO)C(=O)c2cccc(NC(=O)C3CCCCC3)c2O[C@@H]1CN(C)C(=O)Nc1ccc2c(c1)OCO2	1	13	-0.4	7	0	0.1	5	2
O=C(c1ccccc1F)N1C[C@@H]2[C@H](c3ccccc31)[C@H](CO)N2C(=O)c1cccnc1	2	8	0.0	8	-8	0.1	-5	-3
CC(Sc1nnc(-c2ccncc2)n1C)C(=O)NCC1CCCO1 (stereo not given)	5	-4	2.8	-7	-7	0.2	7	5
CCOC(=O)N1CCN(c2cc(=O)n(-c3ccccc3Cl)c(=O)[nH]2)CC1	5	-12	3.1	15	.	0.1	-8	-9
CO[C@H]1CN(C)C(=O)c2cccc(C#N)c2OC[C@@H]2O[C@H](CC[C@H]2OC)CCN(C)C(=O)[C@@H]1C	0	-9	1.5	11	-7	-0.1	4	-3
Cc1ccc([N+](=O)[O-])c(C(=O)Nc2cccnc2Cl)c1	-1	0	1.6	-3	.	-0.1	9	-5
Cc1ccc(N(CC(=O)NCC2CCCO2)C(=O)CCC(=O)Nc2nccs2)cc1 (stereo not given)	-5	-8	3.1	-13	-1	0.4	10	-4
COc1ccc(S(=O)(=O)Nc2ccc3c(c2)C(=O)N([C@H](C)CO)C[C@H](C)[C@H](CN(C)C(=O)NC(C)C)OCCCC[C@H](C)O3)cc1	-1	3	0.7	-7	-5	0.3	-17	2
C[C@H]1CN([C@@H](C)CO)C(=O)Cc2cc(NC(=O)c3ccncc3)ccc2O[C@H]1CN(C)CC1CC1	-3	2	-4.7	2	-4	-0.1	16	-2
COCCN(C[C@@H]1[C@H](c2ccccc2)[C@@H](CO)N1C(C)=O)C(=O)c1ccncc1	-6	10	3.3	4	-1	0.0	-3	-2
Cc1ccc(S(=O)(=O)N(C)C)cc1NC(=O)COC(=O)c1cccs1	0	-18	-1.7	-11	.	-0.1	18	-8
CC(C)c1nnc(NC(=O)COC(=O)/C=C/c2ccc([N+](=O)[O-])cc2)s1	-1	-13	-1.6	-6	-4	0.1	35	1
COc1ccc(CN(C)CC(=O)NC(=O)NCc2ccccc2)cc1OC	1	-16	-0.3	.	-8	0.0	28	.
COc1ccc(CN2C(=O)C(CC(=O)NCCc3ccccn3)CC(C(=O)N3CCCCCC3)=C2C)cc1 (stereo not given)	-1	-6	0.2	.	.	-0.2	0	.
CCc1ccc[n+](-c2nc([O-])sc2C=O)c1	-2	-1	-0.2	2	-4	4.5	.	.
O=C(O)Cc1ccc(NC(=O)Nc2cccc3ccccc23)cc1	-3	-6	1.4	3	1	-0.1	0	.
O=C(C[C@H]1CC[C@H]2[C@@H](COC[C@H](O)CN2C(=O)Nc2ccc(Cl)cc2)O1)NCC1CC1	1	7	1.6	9	20	0.2	-23	?
CCCNC(=O)[C@@H]1[C@@H](CO)[C@@H]2Cn3c(ccc(-c4cncnc4)c3=O)[C@H]1N2C(=O)Nc1ccccc1	-3	-11	.	6	2	0.2	2	3

Remaining list, next part:
SMILES	ERAP1 inh	RAD52 anneal inh	CFTR F508del cor	RAD54 branch	ARNT-TACC3 inh	Xi reactivation	GSIS activator	esBAF inh
Cc1ccc2c(c1)=C(c1sc(N(C)c3ccc(O)cc3)nc1O)C(=O)N=2	-1	-6	6.4	9	12	0.2	5	15
CCOC(=O)c1oc2ccccc2c1NC(=O)CCl	2	-6	0.6	.	6	0.1	1	.
COc1cccc(/C=N/Nc2ncnc(Cl)c2N)c1O	2	0	23*	.	59*	3.3	.	.
COc1ccc(NC(=O)Nc2ccc3c(c2)CC(=O)N([C@H](C)CO)C[C@H](C)[C@H](CN(C)Cc2ccc(C(=O)Nc4ccccc4N)cc2)O3)cc1	2	25	1.0	.	.	-1.4	11	.
Cc1cc(-c2ccccc2)n2nc(N)nc2n1	-2	-6	2.5	-1	-3	0.0	49*	6
COc1ccc(OC)c(NC(=O)COC(=O)CN(C)S(=O)(=O)c2ccc(C)cc2)c1	3	0	-0.4	-10	-1	0.4	-8	-7
CC1CCCN(CCOc2ccc(Br)cc2)C1 (stereo not given)	.	.	.	5	8	0.1	25	-12
CN1C(=O)c2cc(NC(=O)c3cccc(F)c3)ccc2OC[C@@H]2O[C@H](CC(=O)NCC3CC3)CC[C@H]21	0	-3	-5.3	.	.	0.1	-1	.
CN1CCN(S(=O)(=O)c2cccc(C(=O)Nc3sccc3C#N)c2)CC1	2	-309	2.4	-28	10	0.2	1	0
CC(=O)C1=C(C)NC(=O)NC1c1ccc(Cl)cc1 (stereo not given)	-1	-7	.	.	-3	0.1	-1	.
O=C(O)c1ccc(-n2[nH]c3c(c2=O)CCCC3)cc1	-6	-8	-0.6	.	20	0.0	5	6
COc1ccccc1Oc1ccc(N/C=C/C(=O)C(C)(C)C)cc1	9	-1	-1.4	.	.	0.1	-15	.
S=C(NC1CCCC1)N1CCOCC1	-1	-9	-2.1	.	29	0.0	15	.

Compound activity as filed in PubChem BioAssay.

Hits appear at their usual frequency (roughly 3.3% active in at least one column).
